Compound activity deposited in PubChem BioAssay by NMMLSC.
CR mimetic SO – caloric restriction mimetics inhibiting age-related superoxide in yeast | S. cerevisiae aged cells, superoxide DHE fluorescence; stronger effect = lower value | superoxide response (% of plate mean), % at 10 µM | 330,000 compounds, 0.18% hits | AID 2690;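 active means superoxide response under a set limit, about three screen SD below normal, cut at about 65% in these data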;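 further: yeast aged for seven days with compound at 30 °C before DHE staining; 100% = average MFI of all compound-treated wells on the plate with controls excluded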
LAP4 TOR yeast – alters LAP4-GFP fluorescence in TOR pathway yeast screen. S. cerevisiae LAP4-GFP multiplex, flow cytometry GFP, 3 h; median GFP as percent of DMSO wells. GFP response vs DMSO, % at 10 µM. 320,000 compounds, 0.34% hits;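 active means GFP response vs DMSO above a set limit, about the screen mean plus 3 SD, cut at about 150% in these data; inconclusive means under 70 cell events counted for the yeast strain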
GRK2 aptamer HTS – human GRK2 inhibition via aptamer displacement; P25098; bead flow cytometry, FAM-aptamer displacement from GRK2; inhibition of aptamer binding, % at 10 µM; 330,000 compounds, 0.59% hits; AID 488847;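 active means inhibition of aptamer binding above 40%, roughly 3 SD of noise, on plates passing a quality check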;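 further: median bead fluorescence of bound FAM aptamer so fluorescent compounds give negative values; no value below 0 was filed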
AGP1 TOR yeast – modulators of TOR pathway AGP1-GFP in S. cerevisiae; GFP response vs DMSO, % at 10 µM; S. cerevisiae AGP1-GFP multiplex flow cytometry, 3 h; GFP as percent of DMSO wells; 320,000 compounds, 0.02% hits;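 active means GFP response relative to DMSO above a set limit, near screen average plus 3 SD, cut at about 150% in these data; inconclusive means fewer than 70 cells counted for the yeast strain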;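 further: median GFP channel fluorescence of the gated AGP1 strain per well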
CIT2-GFP yeast – yeast TOR pathway CIT2-GFP modulation. S. cerevisiae CIT2-GFP strain, flow cytometry, 3 h; 100 means same as DMSO wells. GFP response vs DMSO, % at 10 µM. 320,000 compounds, 0.065% hits. AID 2029;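 active means GFP response relative to DMSO above a set limit, near the screen mean plus 3 SD, cut at about 150% in these data; inconclusive means Fewer than 70 cells measured for a yeast strain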;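 further: ratio of well median GFP fluorescence to mean of DMSO wells on the plate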
VLA-4 inh – inhibition in a human VLA-4 binding assay; 330,000 compounds, 0.2% hits; AID 2557; P13612; VLA-4 expressing cells, ligand binding flow cytometry; inhibition, % (about 7 µM as worked out from the volumes in the protocol); in the data active means inhibition above about 50%
Target sequence (P13612 whole entry, looked up): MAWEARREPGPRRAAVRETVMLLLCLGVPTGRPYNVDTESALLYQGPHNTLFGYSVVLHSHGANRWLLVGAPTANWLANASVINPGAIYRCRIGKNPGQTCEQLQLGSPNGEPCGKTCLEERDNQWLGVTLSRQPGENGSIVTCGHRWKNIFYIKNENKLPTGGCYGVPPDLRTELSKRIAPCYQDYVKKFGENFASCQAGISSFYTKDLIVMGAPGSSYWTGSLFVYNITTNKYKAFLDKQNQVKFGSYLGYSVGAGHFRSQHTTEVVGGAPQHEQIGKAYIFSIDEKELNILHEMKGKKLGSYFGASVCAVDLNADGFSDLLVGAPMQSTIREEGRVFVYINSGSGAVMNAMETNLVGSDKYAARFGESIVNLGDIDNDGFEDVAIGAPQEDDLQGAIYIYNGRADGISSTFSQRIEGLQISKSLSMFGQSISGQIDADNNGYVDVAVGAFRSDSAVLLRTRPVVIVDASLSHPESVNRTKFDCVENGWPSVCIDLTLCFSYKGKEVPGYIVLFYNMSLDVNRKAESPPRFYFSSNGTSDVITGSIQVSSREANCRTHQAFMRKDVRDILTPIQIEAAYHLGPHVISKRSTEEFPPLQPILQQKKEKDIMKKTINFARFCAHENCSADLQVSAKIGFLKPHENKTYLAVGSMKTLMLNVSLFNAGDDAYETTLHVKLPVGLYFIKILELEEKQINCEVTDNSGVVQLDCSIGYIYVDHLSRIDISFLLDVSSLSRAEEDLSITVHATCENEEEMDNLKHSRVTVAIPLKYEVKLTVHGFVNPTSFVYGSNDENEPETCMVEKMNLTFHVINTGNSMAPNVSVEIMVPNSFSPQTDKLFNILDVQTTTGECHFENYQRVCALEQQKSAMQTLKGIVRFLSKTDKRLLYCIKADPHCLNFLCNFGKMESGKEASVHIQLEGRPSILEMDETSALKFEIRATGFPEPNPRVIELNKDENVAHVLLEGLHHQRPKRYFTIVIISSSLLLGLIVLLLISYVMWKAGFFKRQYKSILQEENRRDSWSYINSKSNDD
MEP2-GFP yeast – modulators of TOR pathway MEP2-GFP in S. cerevisiae. S. cerevisiae MEP2-GFP strain, flow cytometry GFP, 3 h; 100% = DMSO control level. GFP response vs DMSO, % at 10 µM. 330,000 compounds, 0.51% hits;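 active means GFP response versus DMSO above a set limit, roughly screen mean plus 3 SD, cut at about 180% in these data; inconclusive means fewer than 70 cells counted for a yeast strain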;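 further: median GFP fluorescence of the barcode-gated MEP2-GFP cells per well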
RPL19A TOR yeast – alters RPL19A-GFP fluorescence in TOR pathway yeast screen; percent response vs DMSO, % at 10 µM; AID 2025; S. cerevisiae RPL19A-GFP strain, flow cytometry, 3 h; stronger effect = lower value; 330,000 compounds, 0.3% hits;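 active means percent response vs DMSO below 50%; inconclusive means fewer than 70 events counted for the yeast strain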;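 further: median channel GFP fluorescence of the barcoded RPL19A-GFP strain; ratio of sample median GFP to plate DMSO average so 100% = DMSO; lower means less RPL19A-GFP as with rapamycin TOR inhibition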
* marks the source's active call; other numbers are inactive results; ? = inconclusive; · = no result given; [ ] = another dose, or the depositor's remark.

SMILES	CR mimetic SO	LAP4 TOR yeast	GRK2 aptamer HTS	AGP1 TOR yeast	CIT2-GFP yeast	VLA-4 inh	MEP2-GFP yeast	RPL19A TOR yeast
COc1ccc2c(c1)C1(Nc3ccccc3-c3nc4ccccc4n31)C(=O)N2C (stereo unspecified)	119	99	0	103	101	21	103	100
CCS(=O)(=O)Nc1ccc(-c2nnc(SCC(=O)c3ccc(NC(C)=O)c(OC)c3)o2)cc1	99	98	0	80	82	-6	107	90
CCN(CC)S(=O)(=O)c1ccc(C(=O)N2CCN(C(=O)c3ccco3)CC2)cc1	89	95	0	96	91	13	100	96
CCC1=NN(C(=O)Cc2ccc(OC)c(OC)c2)C(O)(C(F)(F)F)C1 (stereo unspecified)	101	94	3	101	101	7	96	103
COCCCNCCCCOc1ccc(Br)cc1Cl	96	106	41*	108	99	-2	102	105
COc1ccccc1NS(=O)(=O)c1cc(NC(=O)C(C)(C)C)ccc1N1CCOCC1	100	94	1	97	104	-1	98	94
C/C(=N\Nc1cccc2cccnc12)c1ccccc1O	95	109	2	113	108	12	106	106
CC(=O)c1ccc(Sc2nnc(C)s2)c([N+](=O)[O-])c1	129	117	4	97	101	8	98	101
CN1CCN(c2ccc([N+](=O)[O-])cc2NC(=O)c2cccs2)CC1	69	90	0	104	100	3	96	105
Cc1ccc(-c2nnn(CC(=O)NC3CC4CCC3C4)n2)cc1 (stereo unspecified)	115	108	2	99	92	2	87	101
CC1c2cc3c(cc2CCN1C(=O)c1ccc(C(F)(F)F)cc1)OCCCO3 (stereo unspecified)	97	101	0	98	101	5	100	102
CC1CCC/C(=N\NC(=O)COc2ccccc2Cl)C1 (stereo unspecified)	90	87	0	101	105	1	103	107
COc1ccc(/C=C/C(=O)Oc2ccc(/C=N/NC(=O)c3ccncc3)cc2)cc1	76	93	0	82	111	-6	100	98
Clc1ccc(C2=Nn3c(nnc3-c3cc(-c4ccccc4)n[nH]3)SC2)cc1	124	99	0	109	108	2	102	104
CC(C)(C)C1CCC(=NNC(=O)c2ccc(Br)o2)CC1 (stereo unspecified)	101	92	0	97	96	-5	99	103
O=[N+]([O-])c1ccc(Nc2nc(NC3CCCCC3)nc(N3CCCC3)n2)cc1	105	115	0	89	94	3	116	107
COc1ccc(CCNC(=O)c2cc3c(F)cccc3s2)cc1OC	98	83	2	74	88	-4	93	86
COc1ccc(-c2nnc(SCC(=O)c3ccco3)n2-c2ccccc2)cc1	91	89	0	88	89	7	92	92
COC(=O)CCN(c1ccccc1)S(=O)(=O)c1cc(-c2cc(C)no2)ccc1OC	118	92	0	96	94	10	96	98
CCOCCCNC(=O)/C(C#N)=C/c1cc(OC)c(O)c([N+](=O)[O-])c1	141	80	0	90	107	17	111	98
CC1=C(C(=O)Nc2cc(C)ccn2)C(c2cnn(C)c2)C2=C(CC(c3ccccc3)CC2=O)N1 (stereo unspecified)	107	96	0	100	103	5	103	102
O=C(NNC(=S)Nc1ccc(F)c(Cl)c1)C1CC1	94	102	0	122	95	-4	108	107
Cc1ccc(CN(c2ccc(C(=O)Nc3cccnc3)cc2)S(C)(=O)=O)cc1	95	92	0	94	·	6	96	98
O=S(=O)(c1ccc(Br)cc1)n1ccc2ccccc21	82	96	0	87	78	-1	92	91
CCCCCNC(=O)C(C)NS(=O)(=O)c1ccc(OC)cc1 (stereo unspecified)	107	98	13	105	102	-3	105	103
CN(C)c1ccc(NC(=S)NC(=O)/C=C/c2ccco2)cc1	103	117	5	125	106	0	115	114
CC(=O)Nc1ccc(S(=O)(=O)N2CCN(C(=O)c3ncoc3-c3ccc(F)cc3)CC2)cc1	113	96	2	103	102	-3	105	107
CC(=O)N1c2ccc(S(=O)(=O)NCCC(=O)Nc3ccc(OC(F)(F)F)cc3)cc2CC1C (stereo unspecified)	111	94	4	93	101	4	97	97
CCOC(=O)C1CCCN(C(=O)c2ccc(Cl)cc2)C1 (stereo unspecified)	102	105	3	100	87	3	101	94
COc1ccc(C(=O)N(C)c2c(C)n(C)n(-c3ccccc3)c2=O)cc1OC	87	99	1	93	101	-4	101	96
O=C1N/C(=C/c2ccc(N3CCOCC3)cc2)C(=O)N1Cc1ccc(F)cc1	104	92	1	100	103	1	102	101
COc1cccc(N2CCN(CC(=O)C34CC5CC(CC(C5)C3)C4)CC2)c1	89	97	0	96	97	8	101	100
C=CCSc1nnc(Cc2c(C)[nH]c3ccccc23)o1	95	118	0	96	90	3	99	101
COc1cccc(N=Nc2c(=O)[nH]n3c(=O)c4c([nH]c23)CCC4)c1	94	88	9	97	98	-3	94	102
Cc1ccc(NC(=O)c2c(F)cccc2Cl)cc1NS(C)(=O)=O	108	105	1	102	93	5	97	94
Cc1cccc(NC(=O)c2cccc(C(=O)Nc3cccc(C)n3)c2)n1	102	103	0	104	103	-11	105	101
Cc1ccc(CCN2CC(C(=O)NCCCN3CCC(C)CC3)CC2=O)cc1 (stereo unspecified)	135	99	0	94	98	5	122	99
CCCN1C(=O)C(Cc2nc3ccccc3c(=O)n2C)c2ccccc21 (stereo unspecified)	96	78[may fluoresce violet]	1	104	?	9	?	95
CCC(C(=O)NCCCN1CC(C)CC(C)C1)n1ncn2c(cc3occc32)c1=O (stereo unspecified)	98	97	2	109	101	1	98	104
CCOc1cc(N2CCOCC2)c(OCC)cc1NC(=O)c1ccc(S(=O)(=O)N(C)C)cc1	93	86	5	97	77	-3	97	101
Cc1ccc(C=Nc2ccccc2C(=O)Nc2ccccc2)cc1	98	112	3	103	103	-11	97	106
Cc1cccc(C(=O)N2CCCC(Nc3ccc(F)c(F)c3)C2)n1 (stereo unspecified)	95	100	2	106	109	-10	98	106
COC(=O)[C@]1(C)N[C@H](CN(C)C(=O)Nc2ccc(Cl)cc2)[C@@H]2C(=O)N(Cc3ccccc3)C(=O)[C@@H]21	92	98	0	101	99	-1	99	102
Nc1cc(-c2ccc(Br)cc2)nn1S(=O)(=O)c1ccccc1	99	98	4	106	103	5	105	98
COCCN(C(=O)COC(=O)c1ccco1)c1c(N)n(Cc2ccccc2)c(=O)[nH]c1=O	88	98	3	102	98	5	94	93
CCc1c(C)sc(NC(NC(C)=O)(C(=O)OC)C(F)(F)F)c1C#N (stereo unspecified)	100	98	0	100	96	9	100	100
S=C1NCN(Cc2ccco2)CN1c1cccc2ccccc12	102	95	3	93	89	-2	107	97
COc1ccc(NC(=O)CN2CCN(S(=O)(=O)c3ccc(Cl)cc3)CC2)cc1Cl	101	105	0	112	105	20	108	102
Cc1onc(-c2c(F)cccc2Cl)c1C(=O)Nc1ccccc1N1CCOCC1	90	99	4	110	117	3	92	95
O=C(O)C(Cc1ccccc1)N1C(=O)CCC1=O (stereo unspecified)	93	88	0	75	120	40	94	97
CCOC(=O)N1CCN(C(=O)c2cnn3c(C(F)(F)F)cc(-c4cccs4)nc23)CC1	101	101	0	98	92	7	94	95
Cc1ccc(CCC(=O)Nc2ccc(Cl)cc2)o1	101	83	0	89	94	8	99	99
COc1ccc(-n2nc(C(=O)NCC(=O)NCCCN3CCOCC3)c3ccccc3c2=O)c(OC)c1	96	102	0	103	106	-4	96	103
CN(C)Cc1nc2c(c(=O)[nH]1)C1(CCCCC1)Cc1ccccc1-2	99	93	0	104	101	-7	107	96
O=c1[nH]c(SCc2nc3ccccc3n2Cc2ccccc2)nc2ccccc12	86	95	0	108	100	9	101	97
CCNC(=O)c1cc2c(=O)n3cccc(C)c3nc2n(Cc2ccc(C)cc2)c1=N	118	97	1	55	97	3	104	95
CCOC(=O)c1sc(NC(=O)CSc2ncn[nH]2)c(C#N)c1C	92	92	0	106	106	0	99	98
c1cc2c(cc1Nc1nc(-c3ccc4c(c3)OCO4)cs1)OCCO2	95	101	3	102	107	-3	105	102
COc1ccc(S(=O)(=O)N2CCN(C)CC2)cc1	96	92	0	105	111	-5	101	109
CC(=O)N1CCN(c2nc3cc4c(cc3nc2NS(=O)(=O)c2ccccc2)OCCO4)CC1	99	105	1	104	95	7	111	106
Following part
SMILES	CR mimetic SO	LAP4 TOR yeast	GRK2 aptamer HTS	AGP1 TOR yeast	CIT2-GFP yeast	VLA-4 inh	MEP2-GFP yeast	RPL19A TOR yeast
CC1(C)O[C@@H]2[C@H](O1)[C@@H](CO)O[C@H]2n1cnc2c(=O)[nH]cnc21	107	103	0	106	95	0	99	102
CC1CCN(CCc2nc3cc(NS(=O)(=O)c4ccc(F)cc4)ccc3n2C)CC1	105	91	0	103	103	32	98	96
O=C(COC(=O)c1ccccc1[N+](=O)[O-])NC(=O)c1ccccc1	98	104	0	102	106	39	99	95
CC(C)=CCc1c(O)ccc(C2COc3c(CC=C(C)C)c(O)cc(O)c3C2=O)c1O (stereo unspecified)	88	95	1	99	98	19	100	92
COc1ccc(CC(NC(C)=O)C(=O)NC2CCN(S(=O)(=O)c3ccccc3)CC2)cc1OC (stereo unspecified)	104	98	0	105	105	15	99	108
CCC1(c2ccccc2)NC(=O)N(CC(=O)Nc2ccccc2C(=O)NC2CC2)C1=O (stereo unspecified)	94	103	0	103	102	6	99	96
CSc1nnc([C@@H](NC(=O)OC(C)(C)C)C(C)C)o1	93	101	1	101	95	-12	87	99
Cc1cccc2sc(N(CCN(C)C)C(=O)/C=C/c3cccs3)nc12	118	100	0	104	103	8	110	104
CCOc1ccc2nc(-c3ccccc3)nc(SCC(=O)OC)c2c1	103	99	·	100	111	5	111	110
